LDHA block = qHTS assay for inhibitors of human lactate dehydrogenase | hit rate 0.15% among 480,000 | purified LDHA, NADH/diaphorase-resazurin fluorescence; hits give low values | activity change, % (values are at about 110 or 230 µM) | L-lactate dehydrogenase A chain (Homo sapiens), P00338 | AID 1347041, 2019; in the data active = activity change below about -30%; inconclusive = mostly about -25% to -30%;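 note: plate controls were DMSO wells for no effect and wells without enzyme for full effect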
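Human LDH5 (2 nM) was incubated with 0.06 mM NADH and 0.2 mM pyruvate for 5 min at room temperature in Tris pH 7.4. Remaining NADH was coupled through diaphorase/resazurin, and resorufin fluorescence was read at 0 and 20 min.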
12-LOX inh = Primary qHTS assay for inhibitors of human arachidonate 12S-lipoxygenase (ALOX12): Round 2. Potency, µM (series often up to 108 µM), for the others: at the highest dose activity change, negative = inhibition, hits mostly inhibitors. hit rate 1.1% among 580,000. purified 12hLO, xylenol orange hydroperoxide absorbance. Polyunsaturated fatty acid lipoxygenase ALOX12 (Homo sapiens), P18054. AID 1671190, 2021; active = well fitted inhibition curve with a large enough effect; inconclusive = small, poorly fitted or top-dose-only effect, or another doubt; inactive = no such curve, though single readings can be large or run the other way; note: potency is the fitted concentration of half-maximal effect
Target sequence (P18054 whole entry, looked up): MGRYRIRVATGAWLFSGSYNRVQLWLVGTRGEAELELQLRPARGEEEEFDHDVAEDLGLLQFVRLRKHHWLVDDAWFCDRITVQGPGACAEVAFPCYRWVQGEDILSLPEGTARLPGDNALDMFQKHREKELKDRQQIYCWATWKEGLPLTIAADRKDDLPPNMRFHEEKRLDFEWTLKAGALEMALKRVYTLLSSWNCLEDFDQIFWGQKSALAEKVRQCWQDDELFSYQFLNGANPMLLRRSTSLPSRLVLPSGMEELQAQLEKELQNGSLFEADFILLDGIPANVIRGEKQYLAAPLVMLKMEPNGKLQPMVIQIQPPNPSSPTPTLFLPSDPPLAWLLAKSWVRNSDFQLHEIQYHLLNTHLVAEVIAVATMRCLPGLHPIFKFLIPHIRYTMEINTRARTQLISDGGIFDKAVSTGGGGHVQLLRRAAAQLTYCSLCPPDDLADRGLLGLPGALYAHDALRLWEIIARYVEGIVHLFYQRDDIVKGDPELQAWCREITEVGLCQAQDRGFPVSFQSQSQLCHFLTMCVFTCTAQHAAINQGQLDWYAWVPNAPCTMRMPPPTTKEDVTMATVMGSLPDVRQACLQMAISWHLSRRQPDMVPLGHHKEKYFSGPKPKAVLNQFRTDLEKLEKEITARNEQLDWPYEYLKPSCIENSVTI
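Purified human 12hLO at 150 nM in 25 mM Hepes, 0.01% Triton X-100, pH 7.0, preincubated 15 min at room temperature with compound. Reaction started with 40 uM arachidonic acid, 30 min at room temperature. Hydroperoxide measured by Fe-xylenol orange, 573/405 nm absorbance ratio.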
* hit, by the source's call; ? = inconclusive; [ ] = remark or other dose. Unless noted, % is set by controls: 0 for no effect and ±100 for the full control effect. Some of the compounds tested; the hit share may differ from the screen's.

structure,LDHA block,12-LOX inh
N#Cc1c(SCC(=O)O)nc2c(c1-c1cccs1)CCCC2,1,?
Cn1c(=O)c2[nH]c(CN3CCN(c4ccc(F)cc4)CC3)nc2n(C)c1=O,16,4%
COc1ccccc1C(=O)N/C(=C\c1cn(S(=O)(=O)N(C)C)c2ccccc12)C(=O)NCCO,4,6%
COCC(=O)N1CCN(Cc2noc(C(C)(C)C)n2)CC1,-10,2%
Cc1ccc(-c2nc(Cn3nnc(-c4cccc(F)c4)n3)cs2)cc1,-8,4%
CCCNC(=O)C(C)NC(=O)c1cc(C2CC2)nc2c1cnn2C(C)C (stereo unspecified),-7,?
COc1cc(C2CC(=O)Nc3c2c(=O)nc(SC)n3C)cc(OC)c1OC (stereo unspecified),8,-14%
O=NN(CCCl)C(=O)NCC1=C[N+](=O)CC=C1,-1,?
COC(=O)C1CCN(Cc2cc(=O)oc3cc(C)c(Cl)c(C)c23)CC1,5,?
O=C(Nc1ccc(Cl)c(Cl)c1)C1CCN(c2ncnc3nc[nH]c23)CC1,-3,-9%
O=C(NCC(c1ccco1)N1CCCC1)c1cc(=O)c2cc(Br)ccc2o1 (stereo unspecified),23,-19%
Fc1ccc(OCc2nc(-c3ccccc3)no2)cc1,7,-28%
CCNC(=O)NC(=O)COC(=O)c1ccc(COc2ccc3c(C)cc(=O)oc3c2)cc1,-7,-10%
Cc1cccc(CNCc2ccco2)c1,-8,?
Cc1cc(C)nc(SCCS(=O)c2ccc(C(C)(C)C)cc2)n1 (stereo unspecified),-1,-6%
C/C=C/C(=O)OCC(=O)c1ccc(Br)s1,-11,?
COc1ccc(NS(=O)(=O)c2cc(C(=O)N3CCc4sccc4C3)ccc2Cl)cc1,-12,48%
CC(=O)Nc1ccc(S(=O)(=O)N2CCCCCC2c2ccc(C)s2)cc1 (stereo unspecified),2,-14%
COC(=O)c1sc2nc(CN(C)Cc3ccc(F)cc3)[nH]c(=O)c2c1C,6,-2%
CCOC(=O)c1ccc(NC(=O)CSc2nc3c(-c4ccccc4)c[nH]c3c(=O)n2CC)cc1,0,-10%
O=C(Nc1ccc(Cl)c(S(=O)(=O)N2CCCC2)c1)c1n[nH]c(=O)c2ccccc12,-3,-4%
CCOC(=O)C(C)Oc1ccc2c(-c3ccccc3)cc(=O)oc2c1C (stereo unspecified),3,-18%
Cc1cc(N2CCN(C(C(=O)O)c3c[nH]c4ccc(Cl)cc34)CC2)nc2ccccc12 (stereo unspecified),-1,?
O=C(NCCNC(=O)c1cc2ccccc2[nH]1)c1ccccn1,-5,?
C=CCN(CCC(=O)NC(=O)NC)CCc1ccccc1,13,?

Later entries
structure,LDHA block,12-LOX inh
COc1cccc(-c2cnc3c(NC=O)cc(-c4ccc(OC)cc4OC)cn23)c1,0,-1%
CC(OC(=O)c1cc(C2CC2)nn1-c1ccccc1)C(=O)Nc1ccccc1 (stereo unspecified),1,14%
COc1ccc(-c2c(C)oc3cc(OC(=O)C(C)C)ccc3c2=O)cc1OC,-21,-43%
COc1cccc(NC(=O)CN(C)C(c2ccccc2)c2ccccc2)c1,0,3%
CC(Sc1ncc(C(F)(F)F)cc1Cl)C(=O)Nc1ccccc1F (stereo unspecified),-17,4%
CCOC(=O)CN1CCN(c2nc3c(c(=O)[nH]c(=O)n3C)n2Cc2cccc3ccccc23)CC1,-1,-16%
O=C(NCCNC(=O)c1cc2ccccc2[nH]1)C(=O)NC1CCCC1,4,3%
O=C(NCc1ccccc1)C1Cc2ccccc2S1 (stereo unspecified),-1,5%
Cc1nc2cc(F)ccc2cc1C(=O)NCc1ccc(C(=O)N2CCCC2)cc1,2,25%
CC(C)c1nnc(NC(=O)c2cccc3ncccc23)s1,8,-1%
Cc1ccccc1C(OC(=O)c1nn(C)c(=O)c2ccccc12)C(F)(F)F (stereo unspecified),16,24%
Clc1ccc(-c2nc3c4ccccc4ccn3c2Cc2ccsc2)cc1,1,0%
CC(=O)N1CCc2cc(NC(=O)C3(C)CCN3Cc3ccc(C(C)C)cc3)ccc21 (stereo unspecified),8,-4%
CC(N)C1CC1 (stereo unspecified),1,-29%
COCCn1c(COc2ccccc2-c2ccccc2)nnc1SCC(=O)c1ccccc1Cl,2,-44%
COc1ccccc1CNC(=O)Cc1c(C)c2ccc(OC)c(OC)c2oc1=O,5,-5%
CC(C)CNc1oc(-c2ccccc2F)nc1C#N,-36*,-3%
CCOC(=O)C(C)N1C(=O)S/C(=C/c2cn(C)c3ccccc23)C1=O (stereo unspecified),5,16%
CN(Cc1ccc(Cl)cc1)C(CCc1ccccc1)C(=O)NC1CCCCC1 (stereo unspecified),-2,-9%
N#Cc1ccccc1NC(=O)CN(Cc1ccco1)C1CCS(=O)(=O)C1 (stereo unspecified),10,-8%
CC(C)(C)C1=N/C(=C/c2ccc(OC(F)F)cc2)C(=O)O1,-2,-5%
CCOC(=O)c1scc(-c2ccc(C)cc2)c1S(=O)(=O)Nc1ccccc1C,10,18%
Cc1ccccc1S(=O)(=O)NCC[C@@H]1CC[C@@H](NC(=O)C2CCCC2)[C@@H](CO)O1,-5,4%
COCC(=O)N[C@H]1CC[C@@H](CC(=O)OC)O[C@@H]1CO,-10,-3%
N#Cc1c(NC(=O)CCn2nnc(-c3ccc(Br)cc3)n2)sc2c1CCCC2,1,?

Another view of part of the listing above:
Cc1ccccc1C(OC(=O)c1nn(C)c(=O)c2ccccc12)C(F)(F)F (stereo unspecified)
  LDHA block: 16 | 12-LOX inh: 24%

Clc1ccc(-c2nc3c4ccccc4ccn3c2Cc2ccsc2)cc1
  LDHA block: 1 | 12-LOX inh: 0%

CC(=O)N1CCc2cc(NC(=O)C3(C)CCN3Cc3ccc(C(C)C)cc3)ccc21 (stereo unspecified)
  LDHA block: 8 | 12-LOX inh: -4%

CC(N)C1CC1 (stereo unspecified)
  LDHA block: 1 | 12-LOX inh: -29%

The results go on.
structure,LDHA block,12-LOX inh
COc1ccc(S(=O)(=O)c2c(C)c(C)n(C(C)C)c2NC(=O)C2CC2)cc1,9,?
COCCn1c(C)cc(C(=O)CSc2nnc(Nc3cccc(C)c3)s2)c1C,-2,-2%
Cc1ccc(CNC(=O)c2ccc(=O)[nH]c2)s1,5,16%
O=C(CCOc1ccc(Cl)cc1)N1CCC(c2nnc3n2CCC3)CC1,1,-2%
Brc1ccc(-c2nnc(COc3cccc(-n4cnnn4)c3)o2)o1,2,-23%
CCOC(=O)c1oc2cc(O)ccc2c(=O)c1-c1nc2ccccc2s1,3,?
CC(C)CCn1c(NCCCO)nc2c1c(=O)[nH]c(=O)n2C,-1,2%
Cc1cccc(C)c1NC(=O)CO/N=C/c1ccccc1O,4,?
Cc1[nH]c2ccccc2c1C(=O)C(=O)Nc1ccc(Cl)c(Cl)c1,0,?
Cc1cnc2c(S(=O)(=O)N3CCCC3C(=O)N(C)C)cccc2c1 (stereo unspecified),0,6%
COc1ccc(-c2cc(C(=O)NC(C)(C)C)c3ccccc3n2)c(OC)c1,6,?
COc1ccc(NC(=S)N2CCN(CCO)CC2)c(OC)c1,1,-5%
CC(Oc1ccc(Br)cc1)c1nc(-c2cccnc2)no1 (stereo unspecified),5,54%[activator]
CONC(=O)COCc1nc2ccccc2s1,3,31%[activator]
Cc1cccc(OCC(O)Cn2c(NCCN(C)C)nc3c2c(=O)n(C)c(=O)n3C)c1 (stereo unspecified),7,-7%
O=C(CCCn1c(=O)c2cccn2c2ccc(Br)cc21)N1CCN(c2ccccn2)CC1,-1,57%[activator]
CN(C)CCNC(=O)c1cccc(-c2cc(NC=O)c3ncc(-c4cccc(C(F)(F)F)c4)n3c2)c1,-8,?
COC(=O)[C@@]12C[C@@H](CC(=O)N3CCN(C(=O)C4CC4)CC3)C(=O)N(Cc3cccc4ccccc34)C1=CCC(C)(C)C2,5,?
O=C(O)c1ccccc1-c1ccco1,1,?
CC(C)NC(=O)C1(C)CN(S(C)(=O)=O)CC(=O)N1C1CCCCCC1 (stereo unspecified),-8,1%
Cc1cc(C)c(CN2CCN(C(=O)CC[C@H]3O[C@@H](n4cnc5c(NC(=O)c6ccccc6)ncnc54)[C@H](O)[C@@H]3O)CC2)c(C)c1,-3,-6%
CCCc1cc(=O)oc2cc(OCC(=O)NCC(C)C)ccc12,1,7%
CCN(CC)C(=O)c1ccccc1OCc1nc(-c2ccc(C)cc2)no1,4,-2%
CCC(C)NC(=O)c1cc(SC)ccc1C (stereo unspecified),1,?
CNC(=O)NC(=O)CNc1cccc(C)c1C(=O)OC,5,?

With a hit mark in LDHA block, among the entries above:
structure,LDHA block,12-LOX inh
CC(C)CNc1oc(-c2ccccc2F)nc1C#N,-36*,-3%

Additional records.
structure,LDHA block,12-LOX inh
CC(Sc1cccc[n+]1[O-])C(=O)Nc1cccc2ccccc12 (stereo unspecified),26,?
C[C@@H]1COc2cc(N(C)CCO)ccc2S(=O)(=O)N1,-2,28%
CC(=O)N(Cc1cc2cc(C)ccc2[nH]c1=O)CC(C)C,-10,-18%
O=C(NC(c1ccc(-c2ccccc2)cc1)c1cnccn1)C1CCN(CCN2C(=O)c3ccccc3C2=O)CC1 (stereo unspecified),-2,10%
C[C@H](CO)N1C[C@H](C)[C@@H](CN(C)C(=O)c2ccc(N3CCN(C)CC3)cc2)OCc2cnnn2CCCC1=O,-11,-14%
Cc1ccc2[nH]cc(C(C(=O)O)N3CCN(Cc4ccccn4)CC3)c2c1 (stereo unspecified),-3,15%
COCCNC(=O)C1CCCN(C(=O)c2ccc(F)c(C)c2)CC1 (stereo unspecified),1,14%
Cc1cc(C)c2c(c1)C(=O)c1ccccc1-2,18,1%
Cc1ccc(-c2csc(=Nc3ccccc3)n2-c2ccccc2)cc1,0,?
CC(C)CC(NC(N)=O)C(=O)NCc1cccc(C(F)(F)F)c1 (stereo unspecified),4,2%
COc1ccc(NC(=O)C2(N(C)C(=O)Cc3nc(N)n[nH]3)CCCCC2)cc1,1,15%
Cc1ccc(C(=O)N(C)C2CCCCC2)cc1Br,3,2%
COc1ccc(Nc2nc(Nc3ccc(C)c(Cl)c3)c3nccnc3n2)cc1,3,?
CC(C)[C@H](NC(=O)OC(C)(C)C)C(=O)NC[C@H](CC(=O)O)c1ccc(Cl)cc1,-1,-38%
O=C(/C=C/c1cnc2ccccc2n1)NCc1ccccc1,14,?
Cc1ccc(-c2cnc(C(O)c3ccc(Cl)c(Cl)c3)[nH]2)cc1 (stereo unspecified),-20,-11%
Cc1ccc(-n2ncc3c2ncn2nc(-c4cccs4)nc32)c(C)c1,-1,2%
CCc1ccc(C(=O)Oc2ccc(Br)cc2)cc1,-6,?
Cc1ccc2c(c1)-c1ccccc1C2=Nc1ccc2c(c1)Cc1ccccc1-2,-1,-26%
CCc1ccccc1Oc1nc(NCCOC)nc2cc(-c3ccccc3)sc12,-8,-3%
COC(=O)C(C)OC(=O)c1c[nH]c2cc(Br)c(Br)cc12 (stereo unspecified),-7,-27%
O=C(NC(C1CC1)C1CC1)c1ccc(F)c(F)c1,13,7%
Cc1c(Cl)ccc(S(=O)(=O)N2CCC(C(=O)O)CC2)c1Cl,1,-1%
CC(C)Cn1nc(C(=O)N2CCCC2c2cccs2)c2ccccc2c1=O (stereo unspecified),0,-3%
Cc1ccc2[nH]c(=O)c(-c3noc(CCCC(=O)NC4CCCCC4)n3)cc2c1,7,-1%

Compounds listed so far that contain a COOH group (6):
structure,LDHA block,12-LOX inh
N#Cc1c(SCC(=O)O)nc2c(c1-c1cccs1)CCCC2,1,?
Cc1cc(N2CCN(C(C(=O)O)c3c[nH]c4ccc(Cl)cc34)CC2)nc2ccccc12 (stereo unspecified),-1,?
O=C(O)c1ccccc1-c1ccco1,1,?
Cc1ccc2[nH]cc(C(C(=O)O)N3CCN(Cc4ccccn4)CC3)c2c1 (stereo unspecified),-3,15%
CC(C)[C@H](NC(=O)OC(C)(C)C)C(=O)NC[C@H](CC(=O)O)c1ccc(Cl)cc1,-1,-38%
Cc1c(Cl)ccc(S(=O)(=O)N2CCC(C(=O)O)CC2)c1Cl,1,-1%

The results go on.
structure,LDHA block,12-LOX inh
Cc1cccc(C(=O)NC(Nc2ccc(I)cc2)C(Cl)(Cl)Cl)c1 (stereo unspecified),-1,?
COc1cccc(CN(C)C(=O)CCc2ncc(-c3ccc(F)cc3)o2)c1OC,9,-9%
O=C(NCc1ccccc1)c1cccc(-c2cnc3ccccc3c2)c1,9,-4%
COc1cc(C(=O)OCc2nc(N)c3ccccc3n2)ccc1C,3,23%

Source: PubChem
